Mito fusion act = mitochondrial division inhibition or fusion activation; S. cerevisiae fusion-defective mutant growth rescue, CellTiterGlo 48 h; Potency, µM (titrated, usually from 46.1 µM), for inactives: top-dose growth rescue (activation), actives largely listed as activators; hit rate 0.23% among 320,000; AID 485298;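 note: potency is the fitted concentration of half-maximal effect; % of control where 0% means no effect; nearly all actives have a fitted effect of over 45% in size; temperature-sensitive fusion mutants such as fzo1-1 at 37 °C on non-fermentable ethanol glycerol medium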
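Yeast fusion mutant, YPEG (non-fermentable carbon), compound, 48 h at 37C non-permissive; CellTiterGlo added, 10 min RT, luminescence read. Rescued growth = division inhibition.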
A-T KAP1 phos = potential ataxia-telangiectasia treatment; […] A-T fibroblasts, KAP-1 phosphorylation AlphaLISA; neocarzinostatin DNA damage 30 min before lysis; Potency, µM (doses to about 57.5 µM), without a hit: at the highest dose activation, actives largely listed as activators; hit rate 0.19% among 320,000; note: potency is the fitted concentration of half-maximal effect; % of control where 0% means no effect; nearly all actives have a fitted effect of over 45% in size
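hTERT-immortalized A-T patient fibroblasts ([…]), 500 cells/well in OPTI-MEM, 1% FBS, got compounds for 60 min, then NCS for 30 min at 37C. Lysates were then assayed for phospho-KAP-1 by AlphaLISA (anti-pKAP1 donor, anti-KAP1 acceptor beads), 6 hr at 25C.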
Eya2 phos inh = inhibitors of human Eya2 phosphatase activity | recombinant Eya2, OMFP fluorescence dephosphorylation (OMFP is methylfluorescein phosphate) | Potency, µM (top dose mostly 76.9 µM), for the others: at the highest dose activity, negative = inhibition, hits mostly inhibitors | hit rate 0.006% among 330,000; note: potency is the fitted concentration of half-maximal effect; % is set by controls: 0 for no effect and ±100 for the full control effect
Target sequence (O00167 whole entry, looked up): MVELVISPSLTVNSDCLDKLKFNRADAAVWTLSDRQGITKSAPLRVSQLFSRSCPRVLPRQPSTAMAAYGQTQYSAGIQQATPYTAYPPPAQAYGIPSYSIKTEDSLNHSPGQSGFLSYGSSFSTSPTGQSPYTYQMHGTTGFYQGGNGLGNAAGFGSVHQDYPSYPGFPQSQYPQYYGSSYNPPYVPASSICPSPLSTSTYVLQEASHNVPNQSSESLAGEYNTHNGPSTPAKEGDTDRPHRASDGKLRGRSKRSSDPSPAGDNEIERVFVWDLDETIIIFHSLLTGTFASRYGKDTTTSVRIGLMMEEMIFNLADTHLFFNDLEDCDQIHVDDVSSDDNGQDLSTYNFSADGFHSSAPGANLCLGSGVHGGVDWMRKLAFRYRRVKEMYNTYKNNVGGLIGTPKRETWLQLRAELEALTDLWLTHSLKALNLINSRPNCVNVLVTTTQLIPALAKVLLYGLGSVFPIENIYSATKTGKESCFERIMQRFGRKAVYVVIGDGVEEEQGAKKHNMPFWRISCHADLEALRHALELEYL
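Eya2 (0.2 uM) preincubated 10 min at ambient with compound, then OMFP substrate added at 50 uM; 10 min reaction in 50 mM HEPES pH 7.5, 50 mM NaCl, 5 uM MgCl2, 0.05% BSA, 1 mM DTT. Fluorescence read at Ex 485/Em 525 nm.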
BCR signal inh = blocks chronic active B-cell receptor signaling | ABC-DLBCL IkBa-CBG/CBR reporter, luminescence ratio, 4 h | AID 493014 | Potency, µM (highest dose often 46.1 µM), for the others: top-dose ratio change, negative = lower green/red ratio, actives largely listed as inhibitors | hit rate 0.05% among 340,000; active = well fitted inhibition curve with a large enough effect in the signal ratio, with a control signal flat, not every such curve was filed as active; inconclusive = small, poorly fitted or top-dose-only effect, or effect the other way, or a change in a side signal; the % refers to the signal ratio;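 note: potency is the fitted concentration of half-maximal effect; plate controls were basal doxycycline-induced cells for no effect and cells given 10 µM MG132 for full effect; MG132 reads +100%, hits lower the ratio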
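Doxycycline induced both beetle luciferases in TMD8 lymphoma cells; IKK-driven degradation limits the IkappaBalpha-fused green signal, while red luminescence normalises for cell number and nonspecific effects. Compounds tested up to 46 uM, 4 hrs.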
TSG101-PTAP inh = blocks PTAP/TSG101 interaction to inhibit HIV-1 budding; Potency, µM (series often up to 115 µM), for inactives: at the highest dose activity change, negative = inhibition, usual class: inhibitors; Fluorescence polarization, FITC-PTAP peptide / Tsg101 binding; AID 493005; Q99816; 340,000 tested, under 10 active; active = well fitted inhibition curve with a large enough effect in the main read-out, with a control signal flat, not every such curve was filed as active; inconclusive = small, poorly fitted or top-dose-only effect, or effect the other way, or a change in a side signal; inactive = no such curve, though single readings can be large or run the other way; note: potency is the fitted concentration of half-maximal effect; % of control where 0% means no effect
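Compounds were pin-transferred onto Tsg101 binding domain (10 uM final) in HEPES pH 7.5 buffer, then FITC-PTAP peptide was added at 50 nM final. After 20 min at RT, polarization reported peptide displacement across a qHTS concentration series.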
a7 integrin act = activates integrin-mediated alleviation for muscular dystrophy; hit rate 0.064% among 350,000; alpha7betagal myoblasts, beta-gal FDG fluorescence, 48 h; Potency, µM (top dose mostly 38.3 µM), inactives show at the top dose activation, hits mostly activators; AID 624291;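 note: potency is the fitted concentration of half-maximal effect; 100% = response of the positive control SU9516; nearly all actives have a fitted effect of over 60% in size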
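Alpha7betagal+/- myoblasts (passage 13) were plated 16-24 hr, then exposed to compounds (1:260 dilution of DMSO stock) for 48 hours at 37C. After MPER lysis, β-galactosidase reporter activity was read as FDG fluorescence (ex 480/em 540) after 30 minutes.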
ELG1 repair inh = ELG1-dependent DNA repair inhibition; hit rate 2.3% among 330,000; HEK293T ELG1-luciferase reporter, luminescence, 16 h; DNA damage induced by 5-fluorouridine; Potency, µM (titrated, usually from 46.1 µM), without a hit: top-dose activity change, negative = inhibition, actives largely listed as inhibitors; AID 504467; note: potency is the fitted concentration of half-maximal effect; % is set by controls: 0 for no effect and ±100 for the full control effect; nearly all actives have a fitted effect of over 55% in size
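In this reporter screen, reduction of luminescence relative to DMSO vehicle indicated activity. Compounds and 5-fluorouridine were added together to 2,000 cells per well, incubated for 16 hr at 37 °C, then developed with ONE-Glo.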
TSHR antagonist = antagonists of human thyroid stimulating hormone receptor; P16473; activity change, negative = inhibition, % at 11.5 µM; AID 504810; TSHR-expressing cells, TSH-stimulated cAMP HTRF, 2 h; active compounds read low; hit rate 0.2% among 330,000;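 active = activity change below a set negative limit, meaning inhibition stronger than a set level, cut at about -70% in these data; inconclusive = activity change between two set negative limits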; note: % is set by controls: 0 for no effect and ±100 for the full control effect
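Antagonism was scored as loss of TSH-driven cAMP in TSHR cells, stimulated with 4nM TSH (EC80) for 2 hours at 37 deg C and detected by homogeneous HTRF competition immunoassay.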
Tb PFK block = T. brucei PFK enzyme inhibition; T. brucei PFK, ADP-Glo luminescence; O15648; hit rate 0.17% among 330,000; Potency, µM (top dose mostly 57.5 µM), for the others: top-dose activity, negative = inhibition, actives largely listed as inhibitors;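 note: potency is the fitted concentration of half-maximal effect; 0% = uninhibited 1x PFK enzyme wells and -100% = no-enzyme wells; nearly all actives have a fitted effect of over 60% in size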
Target sequence (O15648 whole entry, looked up): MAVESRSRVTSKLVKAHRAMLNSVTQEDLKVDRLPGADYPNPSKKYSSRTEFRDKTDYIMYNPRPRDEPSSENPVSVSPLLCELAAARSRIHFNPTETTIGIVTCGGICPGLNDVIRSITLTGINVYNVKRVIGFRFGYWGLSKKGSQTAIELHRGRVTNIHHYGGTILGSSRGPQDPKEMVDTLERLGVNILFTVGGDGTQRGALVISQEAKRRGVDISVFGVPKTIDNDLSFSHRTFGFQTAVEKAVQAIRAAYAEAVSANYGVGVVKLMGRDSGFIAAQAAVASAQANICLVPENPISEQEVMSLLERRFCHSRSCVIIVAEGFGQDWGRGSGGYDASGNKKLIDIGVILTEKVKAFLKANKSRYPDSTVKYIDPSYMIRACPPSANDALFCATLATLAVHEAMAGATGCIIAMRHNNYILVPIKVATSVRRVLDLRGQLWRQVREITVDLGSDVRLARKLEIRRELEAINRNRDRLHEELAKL
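In TEA buffer at pH 8.0 with 5 mM MgCl2, enzyme (1.25 nM) converted F6P (0.5 mM) and ATP (0.1 mM) for 45 min at room temperature. ADP product was read by luciferase luminescence.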
TCR activator = activators of T cell receptors. primary human leukocytes, anti-CD3, IL-2 HTRF, 48 h. Potency, µM (top dose mostly 9.22 µM), for the others: at the highest dose activation of IL-2 secretion, most hits filed as activators. 330,000 tested, under 10 active. AID 504894; note: % of control where 0% means no effect
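Primary human leukocytes receive a-CD3 beads and test compound and are incubated 48 hr. Secreted IL-2 is then assayed by HTRF, measuring 665nm acceptor emission after 320nm excitation of the europium donor.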
S-ASM inh = inhibitors of human secretory acid sphingomyelinase. placental ASM, HMU-PC fluorogenic substrate, 60 min. Potency, µM (series often up to 57.5 µM), inactives show top-dose activity change, negative = inhibition, actives largely listed as inhibitors. hit rate 0.006% among 340,000. AID 504937; note: potency is the fitted concentration of half-maximal effect
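Fluorescence read-out (Ex 386 nm, Em 447 nm) after stopping the reaction at pH 10. Enzyme: ASM from human placenta; substrate HMU-PC0, 9 uM final; 60 min, 37 °C. Compound preincubation 10 min, ambient temperature.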
An asterisk follows results filed as active; i = inactive; ? = inconclusive; / = no result given; [ ] = another dose, or the depositor's remark. Unless noted, calls come from the whole dose curve; as a rule, active = well fitted curve in the direction sought with a large enough effect; inconclusive = small, poorly fitted or top-dose-only effect, or another doubt; inactive = no such curve, though single readings can be large; an effect the other way counts as inactive or inconclusive.

1) Cn1nnnc1SCCNC(=O)C1CCC(=O)N(CCc2ccccc2)C1 (centres undefined)
2) Cc1ccc(CNC(=O)C2CCN(S(=O)(=O)c3c(C)noc3/C=C/N(C)C)CC2)cc1
3) Cc1c(NC(=O)C(c2ccccc2)c2ccccc2)cccc1C(=O)O
4) CCOC(=O)C(/C=C(\C#N)C(=O)OCC)=C(/N)N1CCN(c2ccccc2)CC1
5) COc1cc(/C=N/Nc2ccc(Cl)c(C(=O)O)c2)ccc1OCC(=O)N1C(C)CCCC1C (centres undefined)
6) CC(=O)Nc1ccc(C(=O)CSc2nnc(Cc3ccccc3)o2)cc1
7) Cc1ccc(CN(C)C(=O)CCc2c[nH]c3ccccc23)o1
8) COc1ccc([N+](=O)[O-])cc1NS(=O)(=O)c1ccccc1
assay / entry,1,2,3,4,5,6,7,8
Mito fusion act,0%,2%,5%,1%,-12%,15%,10%,1%
A-T KAP1 phos,2%,14%,-42%,1%,1%,0%,-5%,-1%
Eya2 phos inh,-19%,-4%,0%,21%,2%,-12%,-2%,3%
BCR signal inh,1%,9%,?,-1%,?,18%,-12%,-7%
TSG101-PTAP inh,1%,-1%,-3%,-14%,-4%,-1%,0%,3%
a7 integrin act,-11%,16%,4%,-13%,18%,-5%,-8%,1%
ELG1 repair inh,-11%,3%,?,4%,?,15%,-7%,17%
TSHR antagonist,3,-14,4,1,-8,0,1,14
Tb PFK block,-4%,-8%,-4%,-3%,0%,-3%,0%,-8%
TCR activator,0%,3%,1%,2%,-2%,3%,3%,6%
S-ASM inh,0%,-1%,2%,-3%,6%,-4%,2%,1%

Shown with bars between the fields: entries from further up
item | Compound | Mito fusion act | A-T KAP1 phos | Eya2 phos inh | BCR signal inh | TSG101-PTAP inh | a7 integrin act | ELG1 repair inh | TSHR antagonist | Tb PFK block | TCR activator | S-ASM inh
5 | COc1cc(/C=N/Nc2ccc(Cl)c(C(=O)O)c2)ccc1OCC(=O)N1C(C)CCCC1C (centres undefined) | -12% | 1% | 2% | ? | -4% | 18% | ? | -8 | 0% | -2% | 6%
8 | COc1ccc([N+](=O)[O-])cc1NS(=O)(=O)c1ccccc1 | 1% | -1% | 3% | -7% | 3% | 1% | 17% | 14 | -8% | 6% | 1%
7 | Cc1ccc(CN(C)C(=O)CCc2c[nH]c3ccccc23)o1 | 10% | -5% | -2% | -12% | 0% | -8% | -7% | 1 | 0% | 3% | 2%
1 | Cn1nnnc1SCCNC(=O)C1CCC(=O)N(CCc2ccccc2)C1 (centres undefined) | 0% | 2% | -19% | 1% | 1% | -11% | -11% | 3 | -4% | 0% | 0%
3 | Cc1c(NC(=O)C(c2ccccc2)c2ccccc2)cccc1C(=O)O | 5% | -42% | 0% | ? | -3% | 4% | ? | 4 | -4% | 1% | 2%

New compounds follow
9) CCOC(=O)c1cc(S(=O)(=O)NCc2ccc3c(c2)OCO3)cn1C
10) CCC(=O)NC(c1ccccc1Cl)c1c(O)ccc2ccccc12 (centres undefined)
11) N#Cc1c(N)nc2c(c1N)CC(=O)N2c1ccccc1-c1ccccc1
12) CCc1cc(C(=O)OC)c(NC(=O)CN2CCN(C(=O)c3ccco3)CC2)s1
13) COc1ccc(-n2c(C)nc3c(cnn3-c3ccccc3)c2=O)cc1
14) Cc1ccc(NC(=O)c2cccc(OC(F)F)c2)c(OC(F)F)c1
15) CC(C)(C)NC(=O)c1cccc(NC(=O)c2ccc3c(c2)C(=O)N(C(C)(C)C)C3=O)c1
16) CCn1c(C)c(C(C)=O)c(NCc2ccccc2)nc1=S
assay / entry,9,10,11,12,13,14,15,16
Mito fusion act,5%,9%,-2%,-1%,0%,1%,-5%,-5%
A-T KAP1 phos,4%,-1%,2%,5%,6%,16%,-1%,?
Eya2 phos inh,-1%,0%,8%,-7%,4%,-1%,-1%,3%
BCR signal inh,-1%,?,?,6%,-3%,-1%,?,2%
TSG101-PTAP inh,-1%,-3%,1%,/,-1%,-2%,-4%,-1%
a7 integrin act,-20%,-11%,27%,13%,-2%[7.66 µM],-14%,-30%[inhibitor],-12%
ELG1 repair inh,6%,-5%,?,10µM*,?,5%,?,15%
TSHR antagonist,15,-12,5,5,-13,-3,-5,9
Tb PFK block,1%,-6%,1%,-19%,3%,-2%,-1%,1%
TCR activator,8%,1%[46.1 µM],-6%,-8%,/,0%[46.1 µM],1%,-8%
S-ASM inh,2%,19%,0%,3%,8%,1%,-17%,-2%

17) O=C(Nc1ccccc1)c1ccc(NC(=O)C2CC2)cc1
18) O=C(c1ccco1)N1CCN(C(=O)C2CCN(S(=O)(=O)Cc3ccccc3)CC2)CC1
19) O=C(NCc1cccs1)c1cccc(N2CCCC2=O)c1
20) O=C(COC(=O)/C=C/c1nc2ccccc2s1)Nc1cccc2ccccc12
21) O=C(COc1ccc(Br)cc1CO)Nc1ccccc1F
22) O=S1(=O)N=C(Oc2ccccc2)c2ccccc21
23) CCOC(=O)Cn1c(=NC(=O)C2CC2)sc2c(C)cc(C)cc21
24) Cc1cccn2c(=O)c3cc(C(=O)NCCN4CCOCC4)n(C)c3nc12
assay / entry,17,18,19,20,21,22,23,24
Mito fusion act,-1%,1%,1%,1%,2%,5%,-6%,0%
A-T KAP1 phos,-3%,3%,-2%,7%,-2%,-3%,9%,-1%
Eya2 phos inh,8%,6%,-5%,1%,4%,-3%[15.4 µM],23%,-10%
BCR signal inh,5%,0%,2%,3%,?,5%,-5%,?
TSG101-PTAP inh,-5%,-6%,-7%,0%,-2%,-10%,1%,-5%
a7 integrin act,14%,-4%,14%,-11%,26%,-25%,19%,-8%
ELG1 repair inh,?,-13%,10%,12%,?,15%,?,0%
TSHR antagonist,-26,-8,7,32,12,6,12,-2
Tb PFK block,2%,-20%,-4%,-3%,2%,2%,6%,1%
TCR activator,3%,2%,3%,1%[46.1 µM],6%,9%,-1%,-9%
S-ASM inh,-2%,1%,2%,1%,-8%,-4%,0%,i

25) COC(=O)c1[nH]c2ccc(Cl)cc2c1NC(=O)CN1CCC(C(N)=O)CC1
26) CC1=NN(C(C#N)c2ccccc2C)C(C)(C)C1 (centres undefined)
27) Fc1ccc(N2CCN(c3nnnn3-c3ccccc3)CC2)cc1
28) C(=N\n1cnnc1)/c1ccc(N2CCOCC2)cc1
29) O=C(Nc1cccnc1)c1scc2c1OCCO2
30) COC(=O)Nc1nnc(-c2ccc(OC)cc2)s1
31) O=c1[nH]c2ccccc2c(=O)n1Cc1ccccc1
32) Cc1c(C(=O)NC2CCCCC2)oc2ccccc12
assay / entry,25,26,27,28,29,30,31,32
Mito fusion act,1%,24%,0%,-5%,-1%,-5%,2%,3%
A-T KAP1 phos,-3%,-1%,-2%,4%,-1%,-3%,1%,-1%
Eya2 phos inh,6%,-7%,8%,19%,10%,1%,-14%,2%
BCR signal inh,-9%,0%,-1%,0%,-1%,-2%,-3%,-19%
TSG101-PTAP inh,-3%,-4%,-5%,-9%,-7%,-2%,-15%,0%
a7 integrin act,-25%,26%,11%,-2%[7.66 µM],9%,27%,-24%,-6%
ELG1 repair inh,-16%,9%,-2%,16%,-29%,?,2%,?
TSHR antagonist,-14,-2,-2,-3,0,-7,18,13
Tb PFK block,2%,7%,8%,3%,0%,2%,1%,-1%
TCR activator,-1%,4%,-4%,0%,-2%,-3%,-45%,-2%
S-ASM inh,6%,3%,-1%,176%[activator],2%,-1%,1%,1%

Screening results deposited in PubChem BioAssay by National Center for Advancing Translational Sciences (NCATS).
